HP1b binding inh: HP1-beta chromodomain-methylated histone interaction inhibition. P83916. AlphaScreen HP1-beta / biotin-H3K9me3 peptide binding. AID 540317. hit rate 0.56% among 390,000. Potency, µM (highest dose often 114 µM), inactives show at the highest dose activity change, negative = inhibition, most hits filed as inhibitors; note: potency is the fitted concentration of half-maximal effect; nearly all actives have a fitted effect of over 70% in size; inactives centre near 23
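HP1-beta protein (50 nM final) preincubated 30 min at room temperature with biotinylated H3(1-18)K9me3 peptide (50 nM) in PBS pH 7.4, 0.01% Tween-20, then compound added for 30 min. AlphaScreen streptavidin donor/nickel chelate acceptor beads (10 ug/mL final), 30 min dark, luminescence read.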
PI4K2A block: inhibitors of human PI4K2A | Q9BTU6 | purified PI4K2A, ADP-Glo luminescence, 1 h; stronger effect = lower value | activity change, negative = inhibition, % at 76.9 µM | hit rate 0.13% among 420,000 | AID 1346378; in the data active = activity change below about -50%; inconclusive = mostly about -30% to -49%;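 note: -100% = wells without enzyme as full effect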
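In this quantitative HTS, ADP production by PI4K2A was quantified luminescently after 1 h at ambient temperature; 100 microM adenosine served as plate-quality control.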
G9a block: blocks human histone lysine methyltransferase G9a | Q96KQ7 | G9a H3K9 monomethylation, AlphaScreen, 2 h | Potency, µM (doses to about 102 µM), without a hit: at the highest dose activity, negative = inhibition, actives largely listed as inhibitors | hit rate 8.8% among 350,000; note: potency is the fitted concentration of half-maximal effect; % is set by controls: 0 for no effect and ±100 for the full control effect; nearly all actives have a fitted effect of over 75% in size
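AlphaScreen read-out: biotin-H3K9 peptide (500 nM) methylation by 20 nM enzyme with 20 uM SAM, 2 h at room temperature after 15 min compound preincubation; anti-monomethyl H3K9 antibody plus donor/acceptor beads, 10 min dark.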
PGK inhibitor: blocks T. brucei phosphoglycerate kinase | PGK/GAPDH coupled, Kinase-Glo luminescence, 60 min | Potency, µM (highest dose often 57.5 µM), for the others: at the top dose activity change, negative = inhibition, usual class: inhibitors | hit rate 0.043% among 380,000; note: potency is the fitted concentration of half-maximal effect; % is set by controls: 0 for no effect and ±100 for the full control effect; nearly all actives have a fitted effect of over 60% in size
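Luminescent ATP detection (Kinase-Glo Plus) follows a 60-minute room-temperature incubation, with wells lacking PGK as controls. Buffer: 100 mM TEA (pH 7.6), 5 mM MgCl2, 0.01% Tween-20. Coupling enzyme GAPDH (100 nM final) supplies unstable 1,3-BPG in-well.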
GLS inh: blocks human kidney-isoform glutaminase activity | GLS enzymatic activity, qHTS titration | hit rate 0.21% among 410,000 | O94925 | Potency, µM (highest dose often 45.5 µM), without a hit: at the top dose activity change, negative = inhibition, usual class: inhibitors; note: potency is the fitted concentration of half-maximal effect; % is set by controls: 0 for no effect and ±100 for the full control effect
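Coupled fluorescence readout: glutamate oxidase/HRP/Amplex Red detect glutamate formed by hKGA from L-glutamine (1 mM solution added). Buffer 45 mM KH2PO4 pH 8.2, 0.02% Tween-20; reads at t0 and 30 min RT.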
Pin1 inhibitor: inhibitors of human Pin1 | Q13526 | Pin1 FP peptide displacement, HiFluor488, 10 min | Potency, µM (titrated, usually from 115 µM), without a hit: top-dose activity, negative = inhibition, hits mostly inhibitors | hit rate 0.009% among 390,000 | AID 504891; active = well fitted inhibition curve with a large enough effect in the polarisation, with a control signal flat, not every such curve was filed as active; inconclusive = small, poorly fitted or top-dose-only effect, or effect the other way, or a change in a side signal; inactive = no such curve, though single readings can be large or run the other way; the % refers to the polarisation; note: potency is the fitted concentration of half-maximal effect; % is set by controls: 0 for no effect and ±100 for the full control effect
ERG Ets-DNA blk: inhibitors of human ERG Ets domain-DNA interaction. P11308. fluorescence polarization, His-ERG Ets domain / labelled DNA. Potency, µM (top dose mostly 76.9 µM), for inactives: top-dose FP activity, negative = inhibition, actives largely listed as inhibitors. hit rate 0.028% among 370,000. AID 624246; active = well fitted inhibition curve with a large enough effect in the polarisation, with a control signal flat; inconclusive = small, poorly fitted or top-dose-only effect, or effect the other way, or a change in a side signal; inactive = no such curve, though single readings can be large or run the other way; the % refers to the polarisation;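 note: polarization taken with two DNA probes labelled with fluorescein and Texas red; potency is the fitted concentration of half-maximal effect; % of control where 0% means no effect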
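His-tagged ERG Ets domain (1 uM in the protein solution; 300mM KCl, 50mM Tris-HCl, 1mM EDTA, 1mM DTT, pH 7.5) received compound, then a probe mix of 5 nM fluorescein-DNA and 100nM Texas-615-DNA. Fluorescence polarization was read for both dyes.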
JMJD2A Tudor: JMJD2A Tudor domain (human) inhibition | AlphaScreen JMJD2A-Tudor / H3K4me3 peptide binding | Potency, µM (series often up to 114 µM), for the others: at the highest dose activity change, negative = inhibition, hits mostly inhibitors | hit rate 4.4% among 390,000 | AID 504339; note: potency is the fitted concentration of half-maximal effect; % is set by controls: 0 for no effect and ±100 for the full control effect; nearly all actives have a fitted effect of over 50% in size
Target sequence (O75164 whole entry, looked up, the tested form may be a part): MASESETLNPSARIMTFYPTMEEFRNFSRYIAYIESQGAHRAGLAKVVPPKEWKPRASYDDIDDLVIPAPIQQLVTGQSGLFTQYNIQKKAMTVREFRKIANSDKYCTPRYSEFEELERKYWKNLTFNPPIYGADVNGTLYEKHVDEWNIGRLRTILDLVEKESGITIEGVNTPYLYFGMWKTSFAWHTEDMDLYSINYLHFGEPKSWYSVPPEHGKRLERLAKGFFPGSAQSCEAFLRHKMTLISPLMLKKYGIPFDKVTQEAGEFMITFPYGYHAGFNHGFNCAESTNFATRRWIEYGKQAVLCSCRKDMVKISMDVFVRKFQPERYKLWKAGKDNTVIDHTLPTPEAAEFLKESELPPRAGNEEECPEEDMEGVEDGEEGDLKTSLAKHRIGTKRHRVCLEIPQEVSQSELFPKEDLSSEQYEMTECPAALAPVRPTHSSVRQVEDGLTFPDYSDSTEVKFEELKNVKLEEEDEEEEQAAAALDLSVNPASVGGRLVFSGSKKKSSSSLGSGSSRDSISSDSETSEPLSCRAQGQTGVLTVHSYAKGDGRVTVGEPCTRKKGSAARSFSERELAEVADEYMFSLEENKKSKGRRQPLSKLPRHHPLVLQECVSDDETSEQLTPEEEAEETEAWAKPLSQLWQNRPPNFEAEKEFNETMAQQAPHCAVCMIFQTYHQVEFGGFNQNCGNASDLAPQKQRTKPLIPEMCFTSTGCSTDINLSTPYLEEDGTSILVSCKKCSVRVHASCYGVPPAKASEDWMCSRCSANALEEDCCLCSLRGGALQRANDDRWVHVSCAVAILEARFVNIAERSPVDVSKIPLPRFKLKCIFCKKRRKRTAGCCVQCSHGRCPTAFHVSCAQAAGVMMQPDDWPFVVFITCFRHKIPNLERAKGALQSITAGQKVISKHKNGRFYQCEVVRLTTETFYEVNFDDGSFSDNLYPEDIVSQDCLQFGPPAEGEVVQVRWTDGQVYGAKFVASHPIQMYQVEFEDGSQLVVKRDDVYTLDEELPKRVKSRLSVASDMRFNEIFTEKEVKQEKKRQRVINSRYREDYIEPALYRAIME
BAZ2B inh: BAZ2B (human) inhibition; AlphaScreen BAZ2B-H3K14Ac peptide displacement; Potency, µM (doses to about 114 µM), inactives show top-dose activity change, negative = inhibition, hits mostly inhibitors; hit rate 4.4% among 360,000; AID 504333; note: potency is the fitted concentration of half-maximal effect; % is set by controls: 0 for no effect and ±100 for the full control effect; nearly all actives have a fitted effect of over 60% in size
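Compounds, titrated to a top concentration of 110 uM, were incubated 30 min at room temperature with preformed BAZ2B/acetyl-K14 H3 peptide complex (50 nM each). Proximity signal was measured by AlphaScreen after 20 min with beads.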
The depositor's hits bear a star; i = inactive; ? = inconclusive; . = not tested or not shown; & = joins results of further samples; [ ] = another dose, or the depositor's remark. Unless noted, calls come from the whole dose curve; as a rule, active = well fitted curve in the direction sought with a large enough effect; inconclusive = small, poorly fitted or top-dose-only effect, or another doubt; inactive = no such curve, though single readings can be large; an effect the other way counts as inactive or inconclusive.

SMILES	HP1b binding inh	PI4K2A block	G9a block	PGK inhibitor	GLS inh	Pin1 inhibitor	ERG Ets-DNA blk	JMJD2A Tudor	BAZ2B inh
CCOC(=O)/C(C(N)=NCC(C)C)=C(/O)c1ccccc1	50.9%	2.0	0.5%[59 µM]	-6.1%	9.4%	8.8%	4.8%	-1.3%	5.2%
COc1ccc(NC(=O)C2CCN(S(=O)(=O)c3ccc(OC)c(OC)c3)CC2)c(OC)c1	17.5%	1.9	-5.8%	0.1%	4.3%	6.9%	2.3%	-6.7%	7.5%
Cc1ccc(S(=O)(=O)NC2CCCc3ccccc32)cc1C (centres undefined)	44.4%	4.9	-8.4%	-2.4%	4.1%	4.9%	0.7%	9.1%	12.0%
COc1cccc(-n2c(SCC(=O)N3CCc4ccccc43)nc3c([nH]c4ccccc43)c2=O)c1	24.4%[57 µM]	1.8	3.6%[59 µM]	-8.2%	0.3%	1.0%	-3.0%	-15.2%	3.1%
O=C(C1CCN(c2nc(-c3ccccc3)nc3c2CCC3)CC1)N1CCC(O)CC1	12.2%	-0.5	.	4.0%	2.3%	2.2%	-3.2%	-7.4%	-6.5%
COc1ccc(S(=O)(=O)c2ccc(OCC3CO3)cc2)cc1 (centres undefined)	51.0%[activator]	0.7	3.0%	-9.1%	-16.3%	-3.7%	8.4%	4.1%	5.3%
Cc1ccccc1-n1nnnc1SC1CCOC1=O (centres undefined)	1.6%	6.3	9.7%[59 µM]	-0.9%	-9.9%	-0.6%	2.4%	-5.3%[11.4 µM]	1.4%
COc1ccccc1CN1C[C@@H]2C[C@@H](C3=Cc4cc(Cl)ccc4OC3)N3CCC[C@@]23C1=O	1.2%	-0.6	?	i	-0.5%	28.8%	9.4%	?	?
O=C(COC(=O)c1ccc(O)cc1O)Nc1ccc2c(c1)OCCO2	43.6%[activator]	-1.6	-21.1%[12.7 µM]	-8.1%	16.2%	-3.0%	-1.4%	0.3%	11.3%
Cc1ccc2c(c1)N(C(=O)c1ccco1)C(C)(C)c1ssc(=S)c1-2	?	-0.3	11.2µM*	-5.1%	-10.7%	-4.3%	-4.1%	14.1µM*	10µM*
COc1ccc(NC(=S)N(CCO)Cc2cc3c(C)cc(C)cc3[nH]c2=O)cc1	7.9%	-5.6	.	-14.2%	6.6%	-1.7%	-5.8%	-26.6%	?
CC(OC(=O)COc1ccc(C#N)cc1)C(=O)c1ccccc1 (centres undefined)	18.5%	-1.6	-12.1%[59 µM]	0.5%	5.0%	-2.6%	-10.1%	-6.4%	-0.3%
O=C(Nc1cccc(Cl)c1Cl)c1ccccc1OCC(=O)N1CCOCC1	38.4%	2.9	39.3%	8.5%	-2.6%	-2.7%	-6.9%	5.1%	-4.1%
Cc1cccc2sc(NC(=O)c3ccc(Cl)s3)nc12	55.6%[activator]	1.0	5.2%	-7.2%	-6.1%	3.2%	-6.9%	-2.1%	-1.4%
S=C(Nc1ccc(Cl)cc1Cl)Nn1cnnc1	-15.4%	2.6	?	-2.7%	-10.2%	4.8%	-18.6%	-25.2%	-32.5%
COc1ccc(-n2c(CC3C(=O)Nc4ccc(C)cc43)nc3ccccc3c2=O)cc1 (centres undefined)	20.6%	0.2	?	.	-0.8%	-3.6%	0.1%	-22.3%	-30.9%
CC(C)(C)c1ccc(C2C(C(=O)c3ccco3)=C(O)C(=O)N2CC2CCCO2)cc1 (centres undefined)	14.4%	0.8	-10.6%[59 µM]	-1.8%	-4.8%	4.6%	-2.3%	-18.2%	-9.5%
COc1c(Br)cc([N+](=O)[O-])c(OC)c1C(=O)NC(=O)Nc1nc(C)cc(C)n1	27.3%	4.4	.	1.5%	-2.4%	0.1%	-11.6%	-20.7%	-24.8%
COC(=O)c1cc(OC)nc2ccc(Br)cc12	203.3%[activator]	-4.7	.	-9.9%	-2.3%	7.3%	-7.9%	69.4%[activator]	56.2%[activator]
COc1ccc(C2/C=C\CN(Cc3ccco3)CC(=O)N2Cc2ccc(F)cc2)cc1 (centres undefined)	-7.9%&17.9%	-1.3	-26.3%[59 µM]	-0.6%	20.2%	10.6%&9.1%	-3.6%	?	?
CCCCSc1nc2sc3c(c2c(=O)n1-c1ccccc1C)CC(C)(C)OC3	20.1%	3.5	-37.6%[59 µM]	-3.7%	-9.8%	-6.6%	-1.9%	-4.2%	-13.0%
CN1C(=O)[C@@H]2[C@@H]3C[C@@H]([C@H]4ON=C(c5ccc(Cl)cc5Cl)[C@@H]34)[C@@H]2C1=O	15.2%	4.5	-8.6%	-5.4%	2.3%	0.2%	-5.1%	-10.8%	-4.2%
CN=Cc1c(NC)nc2c(C)cccn2c1=O	28.2%	2.7	18.2%[59 µM]	-0.7%	4.9%	-8.0%	9.3%	-3.7%	4.5%
O=C(OCC(=O)N1CCOCC1)c1ccc(N2CCOCC2)c([N+](=O)[O-])c1	23.5%	6.7	-5.1%	i	-0.9%	-3.1%	2.1%	-21.4%	10.3%
COc1cc2ccccc2cc1C(=O)N1CCN(c2nc3c(F)cc(F)cc3s2)CC1	3.1%	-4.2	-12.5%[59 µM]	-0.2%	-7.6%	-4.5%	4.9%	-30.2%	-22.7%
Cc1ccc(-n2c(C)cc(C(=O)OCC(=O)N3CCOCC3)c2C)cc1	?	-18.7	.	i	-4.7%	11.2%	12.7%	-20.5%	.
COc1ccccc1NC(=O)c1sc2nc(C)c(C(=O)Nc3ccc(C)cc3C)c(-c3cccs3)c2c1N	31.7%	0.6	-25.9%[59 µM]	-8.9%	0.4%	?	0.9%	5.5%	2.1%
O=C(Oc1cccc([N+](=O)[O-])c1)N1CCCCC1	36.1%	4.9	2.0%	i	-8.1%	2.8%	4.7%	-5.5%	-5.9%
CCN1CCCC1CNCc1cc(OC)c(OC)c(OC)c1 (centres undefined)	11.0%	3.2	?	-7.4%	-1.3%	1.3%	-6.7%	-15.5%	6.0%
O=C(NN=Cc1cc([N+](=O)[O-])ccc1O)c1cccc2ccccc12	26.8%	-3.5	.	3.4%	0.0%	-3.0%	0.8%	-16.0%	.
CCCCC(=O)N1C/C=C\[C@H](c2ccc(OC)cc2)N(Cc2ccc(F)cc2)C(=O)[C@@H]1C	29.6%	0.8	.	-7.7%	-1.3%	2.7%	9.8%	-23.2%	.
NCC12CC3CC(CC(O)(C3)C1)C2	23.3%	2.3	-4.0%	i	1.0%	-7.3%	.	-4.2%	1.4%
O=C(C1=C[C@@H](C2CC2)C[C@@H](OCCCCO)O1)N1CCOCC1	32.7%	5.5	.	-2.9%	-4.7%	-2.3%	7.6%	-1.4%	-7.1%
Cc1c(/C=N/O)c2ccccn2c1C(=O)c1ccc(F)cc1	7.0%	2.8	44.0%[2.33 µM]	7.1%	?	-7.4%	0.3%	-15.6%	-5.6%
COc1cc(NS(=O)(=O)c2ccc(NC(=O)/C(=C\c3ccccc3OC)NC(=O)c3ccccc3)cc2)nc(OC)n1	27.4%	-0.5	20µM*	0.1%	-1.2%	-1.8%	.	-30.4%	-2.5%
Cc1cc(Cl)ccc1NC(=O)/C=N/O	28.4%	0.9	-4.7%	4.3%	4.2%	-1.9%	3.8%	0.3%	-19.2%
CCOC(=O)C(NCc1ccc(OC)cc1)(NC(C)=O)C(F)(F)F (centres undefined)	25.6%	2.3	-6.2%	-4.8%	-11.1%	-1.5%	-10.6%	-2.4%	-5.6%
Nc1c(Cl)ncnc1NCCO	20.2%	3.2	3.7%[59 µM]	i	19.4%	-3.7%	-11.0%	-10.1%	3.0%&1.2%
O=C1c2ccccc2NC(c2cccc(Cl)c2)N1N=C1CCCCCC1 (centres undefined)	33.2%	2.9	44.3%[activator]	i	-19.0%	2.5%	-11.3%	-6.6%	-6.1%[57.1 µM]
Cc1cc(C)c(C#N)c(SCc2ccc3c(c2)OCO3)n1	8.9%	9.9	6.9%[12.7 µM]	-8.1%	-3.0%	1.3%	-6.5%	63.4%[activator]	51.9%[activator]
CCN1CCN(S(=O)(=O)c2ccc(Cl)c(C(=O)N(CC)Cc3ccccc3)c2)CC1	11.3%	1.9	14.1µM*	-6.7%	1.1%	0.1%	-3.3%	-20.7%	-28.8%
CCOC(=O)c1ccc(NC(=O)CN(c2ccc(C)cc2)S(=O)(=O)c2c(C)nn(C)c2C)cc1	1.1%	-1.4	-9.7%[59 µM]	.	2.2%	3.0%	.	?	-24.4%
COc1ccc(-c2nc(-c3ccc(Br)cc3)no2)c(OC)c1	17.6%	-2.3	30.9%[59 µM]	-8.4%	4.2%	13.2%	-5.2%	8.2%	-36.4%
CCCNC(=O)c1c(O)c2c([nH]c1=O)CCCC2	7.0%	-1.8	4.9%	-7.8%	0.0%	-10.2%	1.4%	-12.0%	-11.4%
C/C(N)=C(/C#N)C(=O)COC(=O)c1oc2ccccc2c1COC(C)C	2.7%	-6.9	-3.4%	-14.6%	16.3%	0.5%	5.6%	-9.8%	2.0%
COc1cc(OC)cc(C(=O)Nc2c(F)cccc2F)c1	26.4%	6.1	14.0%[59 µM]	-4.4%	-3.8%	9.1%	3.5%	-16.0%	41.3%[activator]
